Fh CTSL1 inh – blocks F. hepatica cathepsin L1 in PFM18AAP counter-screen | recombinant F. hepatica cathepsin L1, Z-Leu-Arg-MCA fluorescence | inhibition, % at 5.96 µM | 0.49% of 300,000 active | AID 1906;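 active = inhibition above the mean of all tested compounds plus 3 SD, set per screening campaign, cut at about 17% in these data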;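 note: 0% = plate median of test compound wells and 100% = 1 µM Z-Phe-Ala-diazomethylketone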
Efflux pump inh – inhibitors of Candida antifungal efflux pumps expressed in yeast. inhibition, % at 10 µM. 0.44% of 330,000 active. S. cerevisiae Candida pump triplex, Nile Red efflux;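 active = plate passing quality check with inhibition over a set limit, or well fluorescence over plate mean plus 4 SD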;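 note: Nile Red retained in pooled yeast measured as flow cytometry median fluorescence; 0% = buffer negative control and 100% = Enniatin B positive control; higher means more Nile Red kept so more efflux inhibition; some compounds called inactive have numbers as strong as hits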
PP1 counter – PP1-alpha (human) inhibition in PP5 counter-screen; AID 2235; 0.9% of 320,000 active; purified PP1alpha, OMFP fluorescence; inhibition, % at 6.7 µM; P62136;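 active = inhibition above the mean inhibition of all tested compounds plus 3 SD, computed separately for each screening campaign, cut at about 15% in these data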
proCasp7 act – counter-screen: procaspase-7 (human) activation; 0.093% of 330,000 active; AID 463210; activation, % at 8.5 µM; recombinant procaspase-7, Ac-DEVD-pNA absorbance 405 nm; D23A/D198A/D206A triple mutant, cannot self-cleave; scale: DMSO 0, 5 µM enzyme 100;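 active = percent activation above the screen-wide mean plus 3 SD, cut at about 25% in these data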
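System: Procaspase-7 triple mutant (PC-7 D3A); measure: % activation from two-timepoint absorbance difference, scaled to controls; times: 1 h compound preincubation, 2 h substrate cleavage, 25 °C; also added: Ac-DEVD-pNA substrate, 400 µM as added; measured by: Epi-absorbance of released pNA at 405 nm, two timepoints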
HCV core dimer – HCV core protein dimerization inhibition. TR-FRET GST/Flag-core106 dimerization, 1536-well. 0.33% of 300,000 active. inhibition, % at 5 µM;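 active = inhibition above the mean of all tested compounds plus 3 SD, set per screening campaign, cut at about 45% in these data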
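System – GST-tagged and Flag-tagged HCV core protein residues 1-106 · Repeats – one well for each compound · Technique – TR-FRET 671 and 617 nm emission · Doses – one concentration, 5 µM, in 0.5% DMSO · Times – 4 h, 22.5 °C incubation · Also added – Eu donor and XL665 acceptor anti-tag antibodies · Measure – percent inhibition of core106 dimerization signal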
procasp3 activ – activates human procaspase-3 | P42574 | recombinant procaspase-3 D3A, Ac-DEVD-pNA absorbance 405 nm | activation, % at 8.5 µM | 0.11% of 330,000 active | AID 463141;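 active = activation above the mean of all tested compounds plus 3 SD, cut at about 21% in these data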;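 note: 0% = DMSO alone and 100% = DMSO wells spiked with extra 5 µM PC-3 D3A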
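Test system: Procaspase-3 D3A mutant; medium: Zinc-free HEPES/NaCl buffer with 0.01% Triton X-100 at pH 7.4; reagent: DEVD-pNA substrate; doses: one concentration, 8.5 µM nominal, 0.8% DMSO; times: 1 h preincubation plus 2 h reaction at 25 °C; signal: Epi-absorbance at 405 nm of released p-nitroaniline, 0 and 120 min; replicates: singlicate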
GASC-1 inh – human JMJD2C demethylase inhibition | inhibition, % at 2.35 µM | Q9H3R0 | GST-JMJD2C(1-420) H3K9me3 demethylation, DELFIA europium | 0.069% of 330,000 active;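 active = more than half of a compound's replicate wells show inhibition beyond 50%, single wells judged on their own value; inconclusive = some, but no more than half, of replicates pass 50% inhibition; inactive = no replicate passes 50% inhibition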;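 note: signal counts dimethyl H3K9 product captured on neutravidin plate; 0% = median of DMSO wells and 100% = 0.3 times that DMSO median; strong numbers were not always called active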
Target sequence (Q9H3R0 1-420 limits assumed): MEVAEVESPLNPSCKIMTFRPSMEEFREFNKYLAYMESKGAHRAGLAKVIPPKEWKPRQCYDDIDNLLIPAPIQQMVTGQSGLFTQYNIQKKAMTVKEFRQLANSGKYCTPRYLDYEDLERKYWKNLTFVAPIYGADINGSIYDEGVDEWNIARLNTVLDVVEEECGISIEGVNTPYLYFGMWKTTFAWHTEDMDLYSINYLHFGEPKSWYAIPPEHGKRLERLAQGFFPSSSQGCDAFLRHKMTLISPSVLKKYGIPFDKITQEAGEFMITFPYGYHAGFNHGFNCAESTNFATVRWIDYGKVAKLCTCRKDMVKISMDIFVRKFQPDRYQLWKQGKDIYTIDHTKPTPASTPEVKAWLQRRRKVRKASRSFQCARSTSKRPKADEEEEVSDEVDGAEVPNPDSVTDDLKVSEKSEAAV
PP5 primary – PP5 (human) phosphatase inhibition; inhibition, % at 6.7 µM; 0.18% of 320,000 active; P53041; purified PP5c, OMFP substrate fluorescence;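 active = inhibition above the campaign's mean inhibition across all tested compounds plus 3 SD, cut at about 9.5% in these data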;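 note: 0% = DMSO only and 100% = 100 µM cantharidin control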
Target sequence (P53041 whole entry, looked up): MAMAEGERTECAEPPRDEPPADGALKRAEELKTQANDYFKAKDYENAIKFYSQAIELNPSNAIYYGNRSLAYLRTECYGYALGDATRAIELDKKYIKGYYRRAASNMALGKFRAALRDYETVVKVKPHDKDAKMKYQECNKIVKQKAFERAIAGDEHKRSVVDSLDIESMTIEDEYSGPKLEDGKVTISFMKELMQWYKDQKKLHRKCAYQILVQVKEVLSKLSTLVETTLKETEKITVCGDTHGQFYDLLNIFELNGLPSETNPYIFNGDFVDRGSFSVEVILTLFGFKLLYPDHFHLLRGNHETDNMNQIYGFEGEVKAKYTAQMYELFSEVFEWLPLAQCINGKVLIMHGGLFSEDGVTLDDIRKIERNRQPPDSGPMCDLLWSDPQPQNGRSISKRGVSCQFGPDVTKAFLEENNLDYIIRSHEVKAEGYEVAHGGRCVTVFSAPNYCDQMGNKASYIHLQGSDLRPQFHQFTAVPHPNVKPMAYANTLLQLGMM
TPT1 inhibitor – blocks Candida albicans tRNA 2'-phosphotransferase; recombinant caTPT1, FP RNA substrate dephosphorylation; inhibition, % at 5 µM; 0.81% of 300,000 active; AID 1962;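 active = inhibition above the mean of all tested compounds plus 3 SD, set per screening campaign, cut at about 24% in these data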;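 note: plate controls were DMSO alone for no effect and ferristatin control at 100 nM for full effect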
Active calls of the source: *; ? = inconclusive; . = no result given. Hits appear at their usual frequency; about 2.9% have a hit in one of these screens.

Structure	Fh CTSL1 inh	Efflux pump inh	PP1 counter	proCasp7 act	HCV core dimer	procasp3 activ	GASC-1 inh	PP5 primary	TPT1 inhibitor
CCn1c(SCC(=O)OC(C)C)nnc1-c1ccccc1OC	2	0.1	3	1	3	2	138	-0.6	-2
COc1ccc(CNC(=S)NC2CCCCC2)cc1	-1	-0.4	-1	1	-3	1	11	1.5	0
CCN(CC)CCN(Cc1cc2cc(C)cc(C)c2[nH]c1=O)C(=S)NCc1ccco1	-2	0.0	-1	-1	0	15	1	1.6	4
CCCC(=O)N(c1ccc2oc(=O)sc2c1)S(=O)(=O)c1cccs1	3	-0.2	5	-30	3	-27	.	0.0	-5
CC1CCN(S(=O)(=O)N2CCCC(C(=O)NCc3ccccc3Cl)C2)CC1 (configuration not stated)	2	-0.1	0	13	-1	1	-23	-1.1	-4
O=C(Cn1[nH]c(=O)c2ccccc2c1=O)NCC1COc2ccccc2O1 (configuration not stated)	.	0.0	1	7	.	5	2	-0.2	.
O=C1C2C3C=CC([C@@H]2C(=O)N1Cc1cccnc1)C31CC1 (some centres not stated)	4	-0.1	0	1	7	7	91	-0.9	-3
c1ccc2oc(-c3[nH]ncc3CN3CCSCC3)cc2c1	-1	0.0	-2	1	0	-2	1	8.7	0
COC(=O)C1=[N+]([O-])OC(C(=O)OC)C1c1c[nH]c2ccccc12 (configuration not stated)	1	0.0	-3	3	-4	-4	-1	2.9	4
NC(CC(=O)O)c1ccc(F)cc1 (configuration not stated)	-3	0.0	-5	-1	-6	-10	-1	-0.6	-4
O=C(CCN1CCOCC1)NCc1ccccc1	-1	-0.2	0	-1	-5	-3	44	-0.4	0
O=C(NC(=S)Nc1ccc(Cl)cn1)C12CC3CC(CC(C3)C1)C2	2	-0.1	-2	-1	-8	14	1	0.0	-4
Cc1ccc(S(=O)(=O)NCCC(=O)N2CCCC(C)C2)cc1 (configuration not stated)	-3	0.0	-4	12	0	3	6	1.3	0
Cc1ccc(SC(=O)COc2ccccc2C)cc1	-21	0.0	-1	14	-7	11	1	0.8	-2
CC1CCCCC1NC(=O)CSc1nnc(-c2ccccc2)n1N (configuration not stated)	3	-0.1	-3	2	0	-11	5	-0.1	-6
O=C(Nc1ccccc1Cl)c1ccccc1	7	-0.1	-4	4	3	1	6	1.9	-2
Cc1nnc(SCC(=O)N2CC(C)OC(C)C2)n1-c1ccccc1 (configuration not stated)	0	0.1	9	-3	-1	4	-1	2.6	-1
COc1cc(NC2c3ccccc3C(=O)N2Cc2ccccc2)cc(OC)c1OC (configuration not stated)	6	-0.1	-1	-1	3	3	-12	-2.5	0
COc1ccc(N2CCN(CC(O)COc3ccc(C)c(C)c3)CC2)cc1 (configuration not stated)	-4	-0.3	0	10	0	3	2	1.1	3
COc1ccc(CNC(=O)COC(=O)CC2CC3CCC2C3)cc1OC (configuration not stated)	-1	0.1	2	6	-2	-1	5	-1.4	0

Structure	Fh CTSL1 inh	Efflux pump inh	PP1 counter	proCasp7 act	HCV core dimer	procasp3 activ	GASC-1 inh	PP5 primary	TPT1 inhibitor
Cc1ccc(C)n1-c1cccc(NC(=O)c2ccccc2)c1	1	0.1	-1	15	-3	2	-3	-2.1	13
O=C(O)c1cc(N/N=C/c2cccnc2)ccc1Cl	3	0.0	-2	4	-3	-5	19	-0.3	3
O=C(CCCOc1ccccc1)Nc1ccc(S(=O)(=O)N2CCOCC2)cc1	-4	0.0	-5	-3	4	-5	19	2.0	0
CC1(C)Cc2c(cnn2-c2ccccc2)-c2c1c1ccccc1n2CC(O)CCl (configuration not stated)	3	0.5	-6	17	4	9	-12	4.6	0
Cc1cccc(NC(=O)N2CCN(Cc3ccc(Cl)cc3)CC2)c1	-3	-0.1	0	-2	3	0	-3	3.2	0
COc1ccc2c(c1OC)C(=O)N(c1ccc(OCc3ccccc3)cc1)C2=O	-3	0.2	-4	-2	-3	-2	-13	-0.8	-2
O=S(=O)(Nc1cccc(S(=O)(=O)N2CCCC2)c1)c1ccc(Cl)cc1	.	-0.2	.	-3	.	3	-2	.	.
CN(C)C(CNC(=O)c1cccc(S(=O)(=O)N2CC3(C)CC2CC(C)(C)C3)c1)c1ccco1 (configuration not stated)	-4	-0.1	0	-11	-1	3	22	3.0	-4
O=C(NC1CCS(=O)(=O)C1)c1cccc(S(=O)(=O)N2CCCC2)c1 (configuration not stated)	0	-0.1	7	-14	-4	-4	2	0.4	-1
COc1ccc(NS(=O)(=O)c2cc(NC(=O)c3cc(F)c(F)c(F)c3F)ccc2N2CCCC2)cc1	-3	-0.1	4	3	9	1	4	1.9	1
Cc1ccc(CNC(=O)C2CC3Cn4c(nc5cc6ccccc6cc54)C3N2C)o1 (configuration not stated)	0	-0.1	2	-7	4	2	2	-0.6	1
COC(=O)c1sccc1NC(=O)c1c(Cl)cnn1C	0	-0.3	-2	7	7	-3	7	-0.8	0
O=C(CSc1nnc2ccccn12)NCc1cccs1	0	-0.2	3	7	-5	4	0	0.5	0
COc1ccc(CN2CCNC(=O)C2CC(=O)N(C)Cc2nccs2)cc1OC (configuration not stated)	-2	0.0	1	4	-2	-4	4	-0.6	-1
CCc1c(C)n([O-])c2c([n+]1=O)CCCCC2	-1	0.5	-2	6	-2	-1	1	-1.0	-3
O=C(N/N=C/c1ccc(C(F)(F)F)cc1)c1ccc(O)cc1	-1	-0.4	3	-1	-2	5	5	-2.2	0
CCN(CC)S(=O)(=O)c1ccc(F)c(C(=O)OC2CC(C)OC2=O)c1 (configuration not stated)	0	-0.3	-3	14	5	9	-10	0.9	1
Cc1cccc(N2CCN(C(=O)c3ccc(NC(=O)C4CCCO4)cc3)CC2C)c1 (configuration not stated)	-5	0.0	1	7	-2	9	-1	2.3	-1
CCOc1cc(C(=O)Nc2cc(=O)n(C)c(=O)n2C)cc(OCC)c1OCC	-4	-0.1	-2	1	-3	-2	-18	1.8	-3
COC(=O)CCC(=O)Nc1sc(Cc2ccccc2)c(C)c1C(N)=O	1	0.3	-2	-7	-2	-9	12	3.5	2

Structure	Fh CTSL1 inh	Efflux pump inh	PP1 counter	proCasp7 act	HCV core dimer	procasp3 activ	GASC-1 inh	PP5 primary	TPT1 inhibitor
CCc1cc2ccc(C)cc2nc1SCC(=O)Nc1cc(OC)c(OC)cc1C(=O)O	-2	-0.1	3	-5	16	-10	-49	-0.8	1
O=C(O)c1cccc(NC(=O)C2C3C=CC(C3)C2C(=O)O)c1 (configuration not stated)	-3	0.1	-4	-1	-5	7	0	0.9	1
COC(=O)c1ccc(C(=O)OC)c(NC(=S)N2CCCC(C)C2)c1 (configuration not stated)	-7	0.0	1	0	-7	-1	-7	1.6	-2
COc1ccc(CC(=O)NCC2COc3ccccc3O2)cc1 (configuration not stated)	-1	-0.1	3	-4	-3	7	4	0.9	-1
COc1ccc(CN(Cc2cccn2C)C(=O)c2cc3cc(OC)ccc3[nH]2)cc1	1	0.1	0	-2	19	-12	5	2.8	-1
COCCCn1c(SCc2ccccc2)nc2cc(OC)c(OC)cc2c1=N	4	0.1	-1	2	-5	0	4	8.1	2
Fc1ccc(-c2csc3ncnc(N4CCN(Cc5ccccc5)CC4)c23)cc1	0	-0.1	0	-11	6	-1	2	1.1	-1
O=C(CCN1CCc2ccccc2C1)Nc1ccccc1	1	0.1	0	2	12	1	8	0.3	-1
CCOc1ccccc1NC(=O)CSc1nc(=O)n(Cc2ccccn2)c2c1CCC2	-2	-0.1	-3	6	-1	-5	?	2.3	0
CCN(CC)C(=O)c1nn(-c2ccccc2)c2c1C1CCC2(C)C1(C)C (configuration not stated)	-2	0.2	-6	2	6	3	4	-3.1	-5
CCCCCCCCn1cc(C(C)=O)c(=O)[nH]c1=O	0	0.1	0	6	-1	11	3	0.4	-4
S=C(NCc1cccs1)Nc1cc(Cl)cc(Cl)c1	-3	-0.1	0	6	-17	1	-5	3.7	-4
Cc1ccc(O)c(NC(=O)c2cc(-c3ccc(F)cc3)on2)c1	2	0.1	0	-1	20	3	5	-1.3	1
CCn1c(SCC(=O)c2cc(OC)ccc2OC)nnc1C1CC1	-1	0.1	-8	-12	3	-16	-2	-1.2	0
COc1ccc(-c2cc(C(F)(F)F)n3nc(C(=O)NCc4ccco4)cc3n2)cc1OC	4	-0.1	-4	20	10	15	8	1.1	-3
C/C(=N/NC(=O)CSc1nc2ccccc2n1C)c1ccc(O)cc1	-1	-0.1	0	-16	2	7	-12	-1.5	-4
N/C(=N\OC(=O)c1cccc(Cn2cc(C(F)(F)F)ccc2=O)c1)c1ccccc1	-2	0.3	-1	2	1	2	-3	3.4	-1
O=C(NNC(=O)c1cccs1)c1ccc(S(=O)(=O)N2CCCCC2)cc1	-1	11*	-2	-4	-9	3	-14	2.8	-4
O=C1N[C@@H](Cc2ccccc2)C(=O)N2[C@H]1C[C@]1(Br)c3ccccc3N(S(=O)(=O)c3ccc(F)cc3)[C@H]21	5	.	2	-1	12	6	0	1.4	-2
O=C1C=C(N2CCCCC2)c2ccccc2C1=O	92*	0.1	2	-3	20	-3	3	5.3	-3

Structure	Fh CTSL1 inh	Efflux pump inh	PP1 counter	proCasp7 act	HCV core dimer	procasp3 activ	GASC-1 inh	PP5 primary	TPT1 inhibitor
Nc1oc2ccc(F)cc2c(=O)c1C=O	1	-0.2	1	-6	-12	-14	1	4.8	-1
Cc1ccc(C)c(NC(=S)NNC(=O)c2ccco2)c1	5	0.0	-1	-6	1	0	3	-0.7	-2
COc1ccccc1CNC(=O)Cn1nc(C)c([N+](=O)[O-])c1C	3	-0.1	-6	7	9	-11	-2	-2.1	4
COc1ccccc1NC(=O)c1sc2nc3n(c(=O)c2c1C)CCC3	-2	0.0	3	-1	-1	6	-6	2.4	-2
Cc1cc(C)cc(N2C(=O)CC(N(C(=O)c3ccco3)c3cc(C)cc(C)c3)C2=O)c1 (configuration not stated)	-2	-0.1	0	-3	5	1	5	-0.9	2
Cc1onc(-c2c(F)cccc2Cl)c1C(=O)Nc1cccc(S(=O)(=O)NC2=NCCC2)c1	2	-0.1	-3	2	-4	-2	-8	-0.7	-1
CCOC(=O)c1c(C)nn(Cc2ccccc2)c1N	-3	-0.1	-2	4	-8	-1	-6	2.9	-4
Cc1ccc(Cl)cc1NC(=O)COC(=O)c1ccc(CN2CCCC2=O)cc1	.	0.1	-7	-5	.	2	-5	-2.4	.
C(=C\c1ccccc1)/CSc1nc2ncccc2[nH]1	-3	0.0	-2	3	-1	4	25	1.6	-1
COc1cc(NS(=O)(=O)c2cc(C)ccc2OC)c(OC)cc1Cl	2	-0.2	1	-2	-1	5	-41	-0.4	-4

Compound activity from PubChem BioAssay.
